HTRA1 inh: blocks human HTRA1 serine peptidase | Q92743 | recombinant HTRA1, FP-rhodamine activity-based probe, fluorescence polarization | inhibition, % at 5.96 µM | actives 0.5% (n = 340,000) | AID 504803; in the data active means inhibition above about 36%;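 further: 0% = enzyme with DMSO and 100% = wells lacking enzyme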
SIAE primary: human SIAE inhibition, primary screen; SIAE FP-Rh probe binding, fluorescence polarization; actives 0.69% (n = 370,000); inhibition, % at 9.66 µM;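 active means inhibition above a cutoff: mean of compounds within the control limits plus 3 SD of those, cut at about 17% in these data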;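 further: 0% = plate median of compound wells and 100% = probe without SIAE protein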
rCAG binder: r(CAG) repeat RNA binding; inhibition, % at 3 µM; actives 1.3% (n = 370,000); TO-PRO-1 dye displacement fluorescence;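 active means inhibition above the plate cutoff, the mean of all test compounds on that plate plus 3 SD, cut at about 35% in these data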;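 further: 0% = DMSO alone and 100% = 100 µM mitoxantrone as full dye displacement; higher means more dye released from RNA so lower well fluorescence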
LEDGF integ inh: blocks HIV-1 LEDGF/p75-dependent DNA integration | actives 0.64% (n = 370,000) | inhibition, % at 3.7 µM | AID 743269 | TR-FRET IN-LEDGF/p75 DNA integration, Eu/Cy5;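 active means inhibition above the screen-wide mean plus 3 SD, cut at about 13% in these data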;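 further: signal is the Cy5 over europium emission ratio at 671 and 618 nm; 0% = plate median of compound wells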
TCR CD3 inh: human TCR-CD3 binding inhibition; AID 651800; TAMRA-labeled TCR probe fluorescence, biochemical; actives 0.37% (n = 360,000); inhibition, % at 9.4 µM; in the data active means inhibition above about 19%;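 further: recombinant mutant TCR 2C K166C tagged with TAMRA read by polarization; 0% = receptor in buffer alone and 100% = receptor with positive control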
PRMT1 FP inh: blocks human protein arginine methyltransferase 1. recombinant PRMT1, activity-based probe fluorescence polarization. actives 1.3% (n = 370,000). inhibition, % at 2.79 µM. Q99873;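 active means inhibition above about 21% made by adding two undisclosed values, limit read from the data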
ABHD4 inh: inhibits mouse alpha/beta hydrolase domain 4; purified mABHD4, FP-Rh probe fluorescence polarization; actives 0.54% (n = 370,000); Q8VD66; inhibition, % at 8.92 µM;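 active means inhibition exceeding the mean over every tested compound plus 3 SD, cut at about 30% in these data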;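 further: 0% = plate median of compound wells and 100% = S159A mutant with DMSO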
Target sequence (Q8VD66 whole entry, looked up, the tested form may be a part): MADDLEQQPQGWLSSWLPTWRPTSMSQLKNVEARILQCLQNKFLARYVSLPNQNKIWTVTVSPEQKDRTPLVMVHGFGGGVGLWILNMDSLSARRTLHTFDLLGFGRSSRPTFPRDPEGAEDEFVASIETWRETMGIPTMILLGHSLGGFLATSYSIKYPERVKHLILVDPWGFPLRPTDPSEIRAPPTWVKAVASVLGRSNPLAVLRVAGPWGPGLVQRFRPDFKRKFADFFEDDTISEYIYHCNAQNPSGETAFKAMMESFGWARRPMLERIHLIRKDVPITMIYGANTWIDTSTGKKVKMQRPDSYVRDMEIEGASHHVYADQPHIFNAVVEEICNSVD
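System: mouse ABHD4 enzyme, wild type / Medium: HEPES pH 7.0, NaCl, Pluronic buffer / Reagent: FP-Rh activity-based fluorescent probe / Control set: S159A mutant high control, sample median low control / Detection: fluorescence polarization with parallel and perpendicular emission, 525/598 nm / Schedule: 45 min + 60 min at 25 °C / Compound dosing: 8.92 µM, single dose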
Rev-erbA mod: modulators of human Rev-erb alpha DNA binding | AID 1259318 | Rev-erbα–FITC-DNA binding, fluorescence polarization, 90 min | P20393 | activity, % at 10 µM | actives 0.79% (n = 370,000);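 active means activity above about 14%, limit read from the data; passing the limit was not always enough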;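 further: 0% = DMSO wells with 35 nM protein and 100% = DMSO wells with 750 nM protein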
Target sequence (P20393 whole entry, looked up): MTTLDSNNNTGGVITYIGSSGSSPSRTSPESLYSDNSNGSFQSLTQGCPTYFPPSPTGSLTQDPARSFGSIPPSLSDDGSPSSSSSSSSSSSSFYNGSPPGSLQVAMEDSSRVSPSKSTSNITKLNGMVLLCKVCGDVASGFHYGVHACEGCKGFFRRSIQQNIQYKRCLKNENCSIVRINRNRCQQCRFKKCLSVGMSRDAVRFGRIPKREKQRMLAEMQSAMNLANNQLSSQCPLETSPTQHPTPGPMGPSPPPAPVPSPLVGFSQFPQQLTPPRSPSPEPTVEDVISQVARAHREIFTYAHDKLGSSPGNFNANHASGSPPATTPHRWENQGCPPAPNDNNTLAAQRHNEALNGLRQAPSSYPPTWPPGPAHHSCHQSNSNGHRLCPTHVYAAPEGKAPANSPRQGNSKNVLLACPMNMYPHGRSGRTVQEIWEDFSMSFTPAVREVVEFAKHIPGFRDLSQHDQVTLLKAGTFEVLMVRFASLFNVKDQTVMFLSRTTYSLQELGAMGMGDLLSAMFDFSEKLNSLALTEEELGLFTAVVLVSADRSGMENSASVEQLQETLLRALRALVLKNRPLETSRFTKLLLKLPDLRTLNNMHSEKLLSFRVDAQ
TDP2 inh: blocks human TDP2 phosphodiesterase activity | inhibition, % at 12.8 µM | recombinant TDP2, T5PNP hydrolysis, p-nitrophenol absorbance 415 nm | O95551 | AID 720702 | actives 0.34% (n = 370,000);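 active means inhibition above the mean of all tested compounds plus 3 SD, set per campaign, cut at about 25% in these data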;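 further: 0% = DMSO with enzyme and 100% = buffer with substrate but no TDP2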
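Test system: Human TDP2 enzyme | Reagent: 5 mM T5PNP | Compound dosing: 12.8 µM single point, 1% DMSO | Incubation: Enzyme reaction with compound for 2 h at 37 °C | Technique: p-Nitrophenol epi absorbance | Read-out: % inhibition relative to enzyme-containing and enzyme-free wells | Benchmarks: High control without enzyme, low control DMSO plus TDP2 | Replicates: Singlicate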
PG9 Ab binder: PG9 antibody binding by small molecule; TR-FRET gp120-PG9 antibody binding; inhibition, % at 6.7 µM; actives 0.43% (n = 360,000); in the data active means inhibition above about 8.5%
The depositor's hits bear a star; / = not tested or not shown; & = joins results of further samples.

SMILES	HTRA1 inh	SIAE primary	rCAG binder	LEDGF integ inh	TCR CD3 inh	PRMT1 FP inh	ABHD4 inh	Rev-erbA mod	TDP2 inh	PG9 Ab binder
COc1ccc(-c2noc(CCC(=O)Nc3cc(OC)ccc3OC)n2)cc1	-3	-2	-3	-3	-2	0	-2	2	-18	0.2
S=c1[nH]nc([C@@H]2C[C@H]2c2ccccc2)n1-c1ccccc1	5	5	4	-2	-5	-3	-6	-4	11	-1.0
Cc1c(NC(=O)c2cccc(NC(=O)c3ccco3)c2)cccc1C(=O)O	-2	5	2	2	-10	3	1	7	-21	0.6
N/C(=N\NC(=O)c1cccs1)c1cc2ccccc2oc1=O	7	7	4	3	-11	0	13	9	-6	0.0
CN1CCC(NC(=O)c2cccc(Oc3ccccc3)c2)CC1	1	4	-5	-7	0	0	4	-1	-8	-2.4
COc1ccccc1CNC(=O)c1nnc(Cc2ccc(Cl)cc2)o1	-9	-4	-1	-6	2	0	-1	-7	4	-0.2
CSCCC(NC(=O)c1ccc(Br)cc1)C(=O)O (configuration not stated)	1	4	4	-2	3	0	8	-3	9	0.7
CCCN(CCC)S(=O)(=O)c1ccc(C(=O)O)cc1	-2	5	1	1	-1	0	6	0&1	-7	-0.3
CNc1nnc(-c2cccc(N(C)C)c2)s1	-7	0	0	0	-3	-2	2	0	11	-4.4
COC/C=C/C1=CC(=O)C[C@H](c2ccc3c(c2)OCO3)C1	6	-2	8	-2	4	2	-14	1	-6	0.2
COc1ccc(-c2nc(SC(C)C(=O)NC3CC3)n[nH]2)cc1 (configuration not stated)	-1	-8	4	3	10	0	6	-2	1	1.4
Cc1cc(Oc2ccc(=O)n(C)n2)nc(Oc2ccc(=O)n(C)n2)n1	-3	3	1	1	2	-1	0	-8	-3	-1.0
Cc1cnc(N)c2c(=O)oc3ccccc3c12	-1	0	4	-2	-1	-2	5	-8	-2	1.5
CCOC(=O)N1CCN(S(=O)(=O)c2ccc(Cl)cc2)CC1	7	2	-1	8	-13	0	2	2	-23	-4.2
COc1ccc(-c2oc3c(c2C(=O)OCCO)C(OCCCO)CCC3)cc1 (configuration not stated)	/	3	1	2	-2	0	2	-4	13	0.0
O=C(NCc1ccccc1)C1CC2CCCC(C1)C2=O (configuration not stated)	3	-3	2	-2	1	2	1	-3	-4	1.9
O=C(Nc1ccc(S(=O)(=O)Nc2ncccn2)cc1)C12CC3CC(CC(Cl)(C3)C1)C2	4	-5	16	0	2	7	1	2	14	-0.8
OCCNc1ncnc2c1c(-c1ccccc1)c(-c1ccccc1)n2Cc1ccco1	-4	4	-4	0	-1	2	0	5	-6	-1.1
O=C(CCNS(=O)(=O)c1cccc2nonc12)NC1CCCCC1	-4	6	-2	0	2	0	-5	-1	9	0.9
Nc1cc2cccnc2cc1Cl	46*	-3	41*	18*	19*	13	53*	-38	9	-3.8
Cc1ccc(N=C2CCCN2Cc2ccccc2)c(C#N)c1	0	-4	-5	-2	4	-2	0	-7	-7	1.4
O=C(Nc1cccc(C(F)(F)F)c1)c1csc([C@@H]2O[C@H](CO)[C@H](O)[C@H](O)[C@H]2O)n1	/	-9	1	-1	0	3	1	-1	4	0.3
CSCCC(NC(=O)c1ccccc1Cl)C(=O)NNC(=O)c1ccncc1 (configuration not stated)	-2	0	0	-3	-2	1	3	-5	-8	0.1
COCCNC(=O)C(=O)NCC1OCCCN1S(=O)(=O)c1cccs1 (configuration not stated)	4	-3	2	0	8	2	3	4	10	-2.2
COc1ccccc1NC(=O)Nc1nc(CC(=O)Nc2ccc(N(C)C)cc2)cs1	21	27*	16	0	-1	-1	24	-5	-4	-6.5
O=C(CSc1cccc[n+]1[O-])Nc1ccc(Cl)cc1F	11	-5	0	5	3	-1	-4	1	-1	-0.5
Cc1nc(-c2cc(C#N)c(Sc3cccc(C(F)(F)F)c3)nc2C)cs1	3	0	-4	-1	1	-5	-3	9	12	-0.3
COc1ccc(NC(=S)NCCC2=CCCCC2)cc1OC	-5	2	-5	-2	-5	0	0	6	11	-1.4
COc1ccc(-c2cc(C(=O)N3CCN(c4ccc(F)cc4)CC3)no2)cc1	-4	9	1	1	6	-2	6	1	19	0.0
CSCCC(NC(=O)c1ccccc1Br)C(=O)N1CCCC(C(F)(F)F)C1 (configuration not stated)	-3	-2	-3	0	3	-1	7	-1	6	-0.7

One compound at a time, from the list above.
COc1ccccc1CNC(=O)c1nnc(Cc2ccc(Cl)cc2)o1 is entered as HTRA1 inh = -9; SIAE primary = -4; rCAG binder = -1; LEDGF integ inh = -6; TCR CD3 inh = 2; PRMT1 FP inh = 0; ABHD4 inh = -1; Rev-erbA mod = -7; TDP2 inh = 4; PG9 Ab binder = -0.2
COC/C=C/C1=CC(=O)C[C@H](c2ccc3c(c2)OCO3)C1 is entered as HTRA1 inh = 6; SIAE primary = -2; rCAG binder = 8; LEDGF integ inh = -2; TCR CD3 inh = 4; PRMT1 FP inh = 2; ABHD4 inh = -14; Rev-erbA mod = 1; TDP2 inh = -6; PG9 Ab binder = 0.2

4 entries from above, field by field.
SMILES: O=C(Nc1ccc(S(=O)(=O)Nc2ncccn2)cc1)C12CC3CC(CC(Cl)(C3)C1)C2
- HTRA1 inh = 4
- SIAE primary = -5
- rCAG binder = 16
- LEDGF integ inh = 0
- TCR CD3 inh = 2
- PRMT1 FP inh = 7
- ABHD4 inh = 1
- Rev-erbA mod = 2
- TDP2 inh = 14
- PG9 Ab binder = -0.8
SMILES: OCCNc1ncnc2c1c(-c1ccccc1)c(-c1ccccc1)n2Cc1ccco1
- HTRA1 inh = -4
- SIAE primary = 4
- rCAG binder = -4
- LEDGF integ inh = 0
- TCR CD3 inh = -1
- PRMT1 FP inh = 2
- ABHD4 inh = 0
- Rev-erbA mod = 5
- TDP2 inh = -6
- PG9 Ab binder = -1.1
SMILES: O=C(CCNS(=O)(=O)c1cccc2nonc12)NC1CCCCC1
- HTRA1 inh = -4
- SIAE primary = 6
- rCAG binder = -2
- LEDGF integ inh = 0
- TCR CD3 inh = 2
- PRMT1 FP inh = 0
- ABHD4 inh = -5
- Rev-erbA mod = -1
- TDP2 inh = 9
- PG9 Ab binder = 0.9
SMILES: Nc1cc2cccnc2cc1Cl
- HTRA1 inh = 46*
- SIAE primary = -3
- rCAG binder = 41*
- LEDGF integ inh = 18*
- TCR CD3 inh = 19*
- PRMT1 FP inh = 13
- ABHD4 inh = 53*
- Rev-erbA mod = -38
- TDP2 inh = 9
- PG9 Ab binder = -3.8

(further entries)
SMILES	HTRA1 inh	SIAE primary	rCAG binder	LEDGF integ inh	TCR CD3 inh	PRMT1 FP inh	ABHD4 inh	Rev-erbA mod	TDP2 inh	PG9 Ab binder
CCOc1cccc(NC(=O)CC#N)c1	2	-1	4	1	8	0	4	-2	0	-1.3
O=C(Nc1ccc2ccccc2c1)c1cccnc1	-1	-8	-1	1	8	-3	0	3	0	-0.7
O=C1CSC2=NCN(c3ccc4c(c3)OCO4)CN12	5	1	-1	-1	-3	15	6	5	15	-0.4
CCn1c(C)nc2cc(C(=O)NNC(=S)Nc3ccc(OC)cc3)ccc21	-1	-1	0	1	6	-1	5	-5	-8	-0.8
CCOc1ccc(NC(=O)N(C2CCCCC2)C(C)c2cccnc2)cc1 (configuration not stated)	1	7	-1	-3	1	0	0	1	16	-1.3
CC(OC(=O)C1=COCCO1)C(=O)Nc1cccc(S(=O)(=O)N2CCOCC2)c1 (configuration not stated)	-5	10	2	0	1	-4	-3	-3	13	-2.4
Cc1cc(=O)oc2c1ccc1ccccc12	-3	-4	5	5	-10	1	-8	3	-22	-0.8
O=c1oc2cc(Oc3c([N+](=O)[O-])cc(C(F)(F)F)cc3[N+](=O)[O-])ccc2c2c1CCCC2	1	1	1	-1	1	-3	3	0	3	0.5
COc1cc(/C=N/NC(=O)c2cc3ccccc3cc2O)ccc1OCCN1CCCCC1	48*	11	7	-3	1	-2	29	-3	-8	-4.3
CCCCCc1c(-c2cccc(F)c2)ncn1CCc1ccccc1OC	/	-4	1	0	3	0	0	2	2	0.1
COc1ccc([C@H]2CC(=O)C[C@@H](CCn3nnc4ccccc43)O2)cc1	/	-1	0	2	3	-4	2	2	4	-1.1
CSc1nsc(SCC(=O)Nc2nc3ccccc3s2)n1	-13	-9	9	-1	-9	3	-12	2	7	1.1
c1ccc(-c2cn3c(n2)CCc2ccc4cccnc4c2-3)cc1	-31	11	9	-3	-2	2	6	-1	8	-0.1
CC(=O)c1cccc(CN2CCN(C3CCCCC3)C(CCO)C2)c1 (configuration not stated)	2	7	-2	2	-1	1	-1	3	0	-0.1
CC(=O)Nc1ccc(C(=O)OCc2ccccc2Br)cc1	-18	-3	2	9	1	-3	-24	6	-4	-0.1
CCCCNc1nc(Cl)nc(Nc2ccc(C)cc2)n1	/	1	-4	1	-7	1	-7	-1	10	-2.3
N=C1C(c2nc3ccccc3s2)=C(O)CN1NC(=O)c1c[nH]c2ccccc12	-10	-29	17	-1	2	2	-12	32*	2	12*
CCOc1ccc(NC(=O)c2cccc(S(=O)(=O)NCc3cccnc3)c2)cc1	7	8	2	2	0	-8	9	-4	9	-1.7
COc1ccc(O)c(/C=N/n2c(-c3ccco3)csc2=Nc2cccnc2)c1	-2	10	3	-6	-1	4	18	-1	3	-0.1
CC(=O)NCCNC(=O)CNC(=O)c1ccc(Cl)cc1	2	-7	-1	2	5	-1	5	-2	2	-0.2
Nn1c(SCc2nc3ccccn3c2Br)nnc1-c1cccnc1	-1	-6	-2	1	6	3	0	-2	10	-1.5
Cc1cc(C)c(NC(=O)CN2CCN(c3ccccn3)CC2)c(C)c1	6	-1	-7	-4	-2	4	-2	-1	11	-1.8
O=C1Nc2ccccc2/C1=N/N=C/c1cccc(O)c1	-1	-1	8	0	-9	9	-11	-1	-1	-2.0
COc1ccccc1OCC(=O)Nc1cccc(-c2nc3ccccc3o2)c1	-20	0	3	1	4	-3	-3	2	5	0.9
O=C(NC1CCCCCCC1)c1cc([N+](=O)[O-])ccc1Cl	1	0	1	9	8	0	-3	-3	3	1.3
CC1Cc2ccccc2N1C(=O)CCNS(=O)(=O)c1ccc2c(c1)CCC(=O)N2 (configuration not stated)	6	-6	-1	-1	4	0	-3	4	2	-2.1

Among those listed so far, 3 contain a cyano group.
SMILES	HTRA1 inh	SIAE primary	rCAG binder	LEDGF integ inh	TCR CD3 inh	PRMT1 FP inh	ABHD4 inh	Rev-erbA mod	TDP2 inh	PG9 Ab binder
Cc1ccc(N=C2CCCN2Cc2ccccc2)c(C#N)c1	0	-4	-5	-2	4	-2	0	-7	-7	1.4
Cc1nc(-c2cc(C#N)c(Sc3cccc(C(F)(F)F)c3)nc2C)cs1	3	0	-4	-1	1	-5	-3	9	12	-0.3
CCOc1cccc(NC(=O)CC#N)c1	2	-1	4	1	8	0	4	-2	0	-1.3

From PubChem BioAssay

Not all compounds are listed; rates above refer to the full screens.
